ssDAF12 agonist – activates DAF-12 receptor from parasite S. stercoralis. HEK293 ssDAF-12/GRIP1 lit1-tk-luc reporter, luminescence; % of 3 µM dafachronic acid response. activation, % at 6.8 µM. hit rate 1% among 370,000. AID 652126;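 active means activation above the mean over all tested compounds plus 3 SD, cut at about 0.9% in these data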;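 further: 0% = DMSO-only wells and 100% = 3 µM delta7-dafachronic acid wells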
KLK7 zymogen act – activates the human kallikrein-7 zymogen; hit rate 0.9% among 370,000; purified proKLK7, EDANS-DABCYL substrate fluorescence; 100% is mature enzyme control, 0% vehicle; P49862; activation, % at 7 µM;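 active means activation above the mean of all tested compounds plus 3 SD, computed per campaign excluding outliers beyond control limits, cut at about 13% in these data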
Target sequence (P49862 whole entry, looked up): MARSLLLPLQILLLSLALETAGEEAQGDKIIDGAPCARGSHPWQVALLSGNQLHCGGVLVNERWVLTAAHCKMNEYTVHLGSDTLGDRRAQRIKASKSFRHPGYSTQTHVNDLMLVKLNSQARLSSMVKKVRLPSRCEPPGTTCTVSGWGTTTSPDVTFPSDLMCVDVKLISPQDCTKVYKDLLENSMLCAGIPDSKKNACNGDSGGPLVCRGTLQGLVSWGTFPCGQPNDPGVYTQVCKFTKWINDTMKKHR
NPR2 activator – GC-B (human) receptor activation. HEK293-GC-B cells, CNP EC30, cGMP TR-FRET; 0% at EC30 CNP, 100% saturating CNP. activation, % at 10 µM. hit rate 0.11% among 370,000. AID 1920062;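 active means activation at 10 µM reaching about 35% in either raw or pattern-adjusted values, limit read from the data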
GC-A act – GC-A (human) enzyme activation; hit rate 0.14% among 370,000; activation, % at 10 µM; HEK293 GC-A cells, cGMP TR-FRET, EC30 ANP; 0% at EC30 ANP, 100% saturating ANP; P16066; in the data active means activation above about 40%
hcDAF-12 act – activators of H. contortus DAF-12 nuclear receptor; HEK293 hcDAF-12 lit1-tk-luc reporter, luminescence; 0% DMSO, 100% Δ7-dafachronic acid; activation, % at 6.8 µM; hit rate 1.4% among 370,000; AID 652067;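 active means activation above the mean of all tested compounds plus 3 SD, cut at about 5.5% in these data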;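 further: 100% = response to 3 µM Δ7-dafachronic acid high control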
FXN GAA850 act – frataxin GAA850 promoter activation | activation, % at 6 µM | hit rate 0.56% among 360,000 | AID 540364 | HEK293 lucGAA850 FXN promoter luciferase reporter, 24 h; percent of 10 µM SAHA response;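 active means activation above the average of all compounds screened plus 3 SD, cutoff fixed separately per campaign, cut at about 7.5% in these data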;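 further: 0% = DMSO wells and 100% = 10 µM SAHA wells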
hgDAF12 agonist – hgDAF-12 agonism, primary luciferase screen | HEK293 GAL4-hgDAF12 UAS-luciferase reporter, agonist luminescence; normalized to butyrate control | activation, % at 6.8 µM | hit rate 1.8% among 370,000 | AID 687014;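 active means activation above a cutoff set at the mean of all screened compounds plus 3 SD, cut at about 10% in these data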;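 further: 0% = DMSO wells and 100% = sodium butyrate wells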
DAX1 inh-1 – NR0B1 (DAX1) inhibition | P51843 | HEK293 Gal4-DAX1 luciferase reporter, luminescence | inhibition, % at 6.75 µM | hit rate 0.99% among 340,000 | AID 504766;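 active means inhibition above the mean over all tested compounds plus 3 SD, cut at about 4.2% in these data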;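 further: 0% = DAX1-transfected cells with DMSO and 100% = empty-vector control cells with DMSO; inhibition shows as a rise in luminescence from relieved DAX1 repression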
Target sequence (P51843 207-470 limits assumed): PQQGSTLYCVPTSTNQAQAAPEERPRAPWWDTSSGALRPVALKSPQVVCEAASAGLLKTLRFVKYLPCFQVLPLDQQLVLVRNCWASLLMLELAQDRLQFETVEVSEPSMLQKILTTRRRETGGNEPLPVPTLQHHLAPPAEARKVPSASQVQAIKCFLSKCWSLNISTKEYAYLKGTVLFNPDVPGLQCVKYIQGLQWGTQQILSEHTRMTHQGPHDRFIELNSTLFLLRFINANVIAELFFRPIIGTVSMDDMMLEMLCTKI
SMARCA2 act – SMARCA2 function activation, primary screen | MG213 cells, MMTV-luciferase reporter, dexamethasone, overnight | hit rate 1% among 370,000 | activation, % at 9.1 µM; in the data active means activation above about 7.8%;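 further: 0% = vehicle wells and 100% = reference activator wells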
DAX1 inh-2 – DAX1 (NR0B1) inhibition, primary screen; HEK293T StAR-luciferase reporter, SF-1/DAX-1 repression relief; AID 652010; hit rate 1.1% among 370,000; inhibition, % at 6.8 µM;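 active means inhibition above the mean over all tested compounds plus 3 SD, cut at about 3.6% in these data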;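 further: 0% = DAX-1 cells with DMSO and 100% = cells lacking DAX-1 with DMSO; higher inhibition means more luminescence from relief of DAX-1 repression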
HGIII-sPLA2 inh – Blocks human group III sPLA2 activity; Q9NZ20; inhibition, % at 12.2 µM; QFRET BODIPY PC-A2 liposome hydrolysis, fluorescence; AID 743126; hit rate 0.56% among 370,000;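 active means inhibition above mean plus 3 SD of compounds lying within the high and low control bounds, cut at about 19% in these data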;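 further: 0% = median of test compound wells and 100% = no enzyme DMSO wells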
Target sequence (Q9NZ20 whole entry, looked up): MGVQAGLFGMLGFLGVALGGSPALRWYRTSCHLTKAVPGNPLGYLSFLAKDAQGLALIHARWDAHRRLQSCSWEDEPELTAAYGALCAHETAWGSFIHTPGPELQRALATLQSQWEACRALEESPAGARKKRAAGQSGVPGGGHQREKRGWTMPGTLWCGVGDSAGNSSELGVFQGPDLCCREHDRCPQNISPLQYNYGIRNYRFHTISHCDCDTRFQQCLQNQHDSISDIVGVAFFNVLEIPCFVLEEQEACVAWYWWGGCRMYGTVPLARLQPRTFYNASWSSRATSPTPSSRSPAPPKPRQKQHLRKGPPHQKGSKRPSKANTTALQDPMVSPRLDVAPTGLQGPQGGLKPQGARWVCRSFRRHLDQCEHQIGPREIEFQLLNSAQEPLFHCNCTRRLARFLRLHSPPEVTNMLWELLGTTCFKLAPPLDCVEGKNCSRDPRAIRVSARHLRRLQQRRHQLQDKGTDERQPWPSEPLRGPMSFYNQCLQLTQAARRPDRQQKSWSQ
* marks the source's active call; other numbers are inactive results; x = not tested or not shown.

Second line of a record: ssDAF12 agonist	KLK7 zymogen act	NPR2 activator	GC-A act	hcDAF-12 act	FXN GAA850 act	hgDAF12 agonist	DAX1 inh-1	SMARCA2 act	DAX1 inh-2	HGIII-sPLA2 inh
CCCn1nc(C(=O)NNC(=O)c2ccc(C)c(C)c2)c2ccccc2c1=O
    -0.9	0.4	-2	-6	-1.7	-0.4	3.0	0.2	-3	-2.1	-11
COc1ccc(OCC(=O)Nc2c(C(=O)N3CCN(C)CC3)oc3ccccc23)cc1
    -1.1	0.1	1	3	-1.5	2.4	-1.1	0.1	-2	-0.5	0
C=CCn1c(SCc2c(C)noc2C)nc2sc(C)c(C)c2c1=O
    -1.6	0.5	5	2	-1.4	-3.5	2.6	1.0	-3	-0.8	-4
COC(=O)C1=C(C)N(Cc2ccccc2C(F)(F)F)C(=NCC2CC2)NC1c1cccc(F)c1 (stereo unspecified)
    -1.6	0.6	-23	-24	-2.4	x	-5.7	x	1	-1.2	-7
C=CCN(c1nc(C)cc(OC)n1)S(=O)(=O)c1ccccc1
    -1.5	-0.1	-9	-13	2.1	0.2	-3.2	0.5	-3	0.3	-1
O=C(NC(NNc1ccc([N+](=O)[O-])cc1)(C(F)(F)F)C(F)(F)F)c1ccc(Cl)cc1
    -1.2	0.0	2	-4	-0.8	-2.3	-0.3	1.9	-5	-1.7	5
C=CCc1cccc2cc(C(=O)N3CCOCC3)c(=O)oc12
    -0.4	0.1	1	-1	-2.0	2.2	0.2	1.2	1	0.0	0
COC(=O)C1SCC2C(=O)N(Cc3ccc(F)cc3)CC(=O)N21 (stereo unspecified)
    -1.5	0.1	5	1	-0.8	-0.5	2.5	3.4	-3	-0.1	5
CC(=O)N1c2c(cc(Br)cc2S(=O)(=O)NCC2COc3ccccc3O2)CC1C (stereo unspecified)
    -0.8	-0.2	-2	1	-1.3	-2.5	2.9	-1.1	0	-0.4	-9
CCCCCCC(=O)NCC(=O)OCC(=O)c1ccccc1
    -1.4	-0.3	3	3	-0.1	0.2	-1.2	-0.6	-1	-0.4	17
COc1cc(CNc2ccc(CNc3ncn[nH]3)cc2)ccc1OCC(=O)NC(C)(C)C
    -2.2	0.1	0	7	-3.8	-1.1	-1.5	-0.8	-2	-2.2	-4
COc1ccc(NC2=C(C(C)=O)C(c3ccc(OC)cc3)C(C(C)=O)C(C)(O)C2)cc1 (stereo unspecified)
    -0.1	-0.8	-2	1	0.5	1.9	3.7	x	2	-0.1	-3
Cc1ccc(S(=O)(=O)N2CCN(Cc3cccnc3)CC2)cc1
    -0.4	0.2	0	3	0.6	1.2	-2.9	0.9	-2	-1.1	4
Cc1sc2ncnc(SC(C)C(=O)N3c4ccccc4Sc4ccccc43)c2c1C (stereo unspecified)
    -0.1	-0.1	1	-2	2.8	-1.0	1.7	-1.5	-1	-0.7	0
O=C(C1CCCN(S(=O)(=O)c2cccc3nonc23)C1)N1CCC(Cc2ccccc2)CC1 (stereo unspecified)
    -1.0	0.1	-4	-9	1.2	-1.4	2.3	-1.2	0	-0.5	2
Nc1nonc1-n1nnc(C(=O)N/N=C/c2ccc3c(c2)OCO3)c1CSc1ccccc1
    -1.6	0.3	6	1	-1.5	0.8	-0.8	0.0	0	0.5	4
O=C(NNC(=O)c1cnccn1)c1ccc(Cl)cc1
    -0.5	-0.1	-6	1	0.1	0.3	-0.1	5.8*	0	-0.9	-3
CC1CC(CN)CC(CO)C1 (stereo unspecified)
    -1.9	0.8	1	0	0.8	-1.0	-5.7	-0.3	3	0.7	-1
NC(=O)c1ccc(-c2c(-c3ccccc3)sc3ccccc23)cc1
    -1.2	-1.8	-3	-5	-0.1	-1.6	3.1	0.9	1	0.7	2
COc1ccccc1NC(=O)c1ccccc1NS(=O)(=O)N1CCCC1
    -1.1	0.1	8	4	-1.1	-1.2	-2.4	0.4	-3	-0.8	-10
O=c1[nH]c(=O)c2[nH]c(=S)[nH]c2[nH]1
    -0.6	1.0	4	2	-1.4	-1.6	-0.3	-0.2	-2	0.3	7
O=C(N/N=C/c1ccc(Br)s1)c1ccccn1
    0.6	0.5	0	-3	8.2*	2.3	14*	2.1	11*	4.5*	-2
Cc1csc2ncc(C(=O)NCCc3ccccc3)c(=O)n12
    1.9*	-0.5	0	8	8.7*	1.0	14*	2.3	1	2.5	9
C[C@@]12C(=O)N(CCc3c[nH]c4ccccc34)CC(=O)N1[C@H]1c3ccccc3OC[C@@H]1[C@@H]2c1ccccc1
    -0.3	0.4	-10	-13	0.8	7.7*	-0.7	-0.6	1	0.0	-74
CC12CN(C(=O)c3ccccc3)C3(C#N)CC1CCC23C (stereo unspecified)
    -0.4	0.1	2	-1	-0.4	2.4	-2.8	0.4	-1	0.6	-1
C[C@H]1COc2cc(N(C)CCO)ccc2S(=O)(=O)N1
    -1.0	0.0	0	0	0.6	x	1.4	x	-3	3.5	3
CCC(C)n1c(/C=C/c2ccccc2)nc2ccccc21 (stereo unspecified)
    -0.7	5.7	4	-1	1.6	2.4	3.5	-0.6	3	0.5	-7
O=C(NCc1ccccc1Cl)c1cc([N+](=O)[O-])ccc1Cl
    0.0	-0.1	-4	9	-0.3	-3.6	1.2	1.3	-3	-1.1	18
CCN(CC(=O)Nc1c(F)cccc1F)C(=O)C1CCN(c2ncnc3sc(C)c(C)c23)CC1
    -1.1	0.1	6	-1	-3.5	-2.5	-1.7	-0.8	0	-5.0	-1
CCc1ccc(C(=O)N2CCN(S(=O)(=O)c3sc(C(=O)O)c(C)c3C(=O)O)CC2)cc1
    -0.7	0.2	2	3	-1.4	-0.1	-1.1	1.0	0	0.2	3
COc1ccccc1NS(=O)(=O)c1ccc(C)c(C(=O)N2CCN(c3ccc(O)cc3)CC2)c1
    -1.6	1.0	-3	1	0.9	-2.0	-2.9	0.0	-4	-4.0	1
CC1CC(C)CN(S(=O)(=O)c2ccc(NC(=O)CCN3C(=O)C4CC=CCC4C3=O)cc2)C1 (stereo unspecified)
    -1.5	0.2	1	-5	0.2	-0.5	2.2	0.4	1	-0.6	-13
CCc1nc(SCC(=O)NCc2ccco2)c2c(=O)n(C)c(=O)n(C)c2n1
    -1.3	0.3	1	11	0.5	3.4	4.7	1.4	-3	0.6	3
COc1ccc(OC)c(S(=O)(=O)NCc2cn3c(C)csc3n2)c1
    -0.3	-0.2	2	2	0.7	0.3	-2.2	0.7	0	0.8	-3
Cc1ccc(C(=O)Nc2ccccc2N2CCCCC2)cc1[N+](=O)[O-]
    -1.9	-0.1	2	-6	1.9	2.0	-1.6	0.7	-1	-0.4	1
N#C/C(=C/c1cccn1-c1cccc(C(=O)O)c1)c1ccc(F)cc1
    -0.8	-0.6	10	-2	-1.1	0.9	0.2	-0.1	-1	-0.3	-23
O=C(OC1CCCCC1)c1ccc(NC(=O)C2CCCCC2)cc1
    -1.7	0.8	3	8	-0.7	2.2	-0.2	0.2	1	-0.9	-2
CCOC(=O)c1nn(-c2ccccc2)c(=O)cc1SC1CCCCC1
    -1.6	0.2	-3	1	-1.1	-3.0	2.6	-0.1	-3	-0.1	3
O=C(Nc1ccc(Cl)cc1)c1csc(-c2ccccc2)n1
    -1.8	-0.6	-3	3	0.6	0.9	1.3	1.0	-2	0.3	-3
O=C(Nc1c(C(=O)N2CCC(N3CCCCC3)CC2)oc2ccccc12)c1c(F)cccc1F
    -0.7	-0.5	2	4	0.4	2.3	1.0	0.1	3	1.6	-1
Cc1ccc(CN(C)C(=O)CCc2c[nH]c3ccccc23)o1
    -0.2	-0.4	1	-4	-2.8	0.3	0.1	-0.9	-3	-0.1	-39
COC(=O)c1ccc(CN2CCC(CO)(Cc3ccc(OC)cc3)CC2)cc1
    -0.8	0.1	-7	-6	-1.4	1.0	-0.8	0.7	-3	-0.5	-6
CN1CCCC(n2nc(Cc3ccc(Cl)cc3)c3ccccc3c2=O)CC1 (stereo unspecified)
    -1.6	-0.6	118*	-15	-2.1	-3.9	0.2	-0.6	-5	0.3	12
COC(=O)c1ccccc1NC(=O)N1CCc2ccc(NC(=O)c3ccccn3)cc2C1
    -0.1	-0.1	4	-3	0.8	3.0	6.9	0.9	8.1*	5.1*	0
Cc1ccc2[nH]c3c(NCCN4CCOCC4)ncnc3c2c1
    -1.1	0.4	1	5	-1.1	2.5	1.0	0.5	1	-0.6	1
CCn1c2ccccc2c(=O)c2ccccc21
    -0.7	5.1	-2	3	-0.8	4.8	-3.2	0.5	1	0.2	1
O=C(Nc1ccc(OC(F)(F)F)cc1)Nc1c(-c2ccccc2)nc2ncccn12
    -0.9	-4.1	3	2	-2.2	x	-1.4	x	-2	0.0	-16
O=C(Nc1nc2ccsc2c(=O)s1)c1ccc(F)cc1Cl
    -1.7	-2.7	-12	-25	-0.6	4.9	5.5	7.8*	7	0.9	-2
CN(CC(=O)NCc1ccco1)CC(=O)Nc1cc(S(C)(=O)=O)ccc1Cl
    -0.9	1.0	9	2	-1.0	-0.2	-1.5	0.8	-2	0.1	15
COc1ccc(C(=O)NCC(=O)OCC(=O)Nc2ccc(C)c(S(=O)(=O)N(C)C)c2)cc1OC
    -0.9	-0.1	3	4	-0.5	-0.2	-2.0	-0.3	6	-0.5	-6
CC(C)[C@H](NC(=O)c1ccco1)C(=O)OCC(=O)NC12CC3CC(CC(C3)C1)C2
    -1.7	0.1	3	1	-0.5	1.6	1.9	-0.3	-2	0.7	1
N#CC1(Nc2ccc(S(N)(=O)=O)cc2)CCCC1
    -1.3	-0.1	3	2	-2.3	-0.3	0.7	-0.1	7	1.5	3
CN(C(=O)c1cccc(C(=O)N(C)c2ccccc2)c1)c1ccccc1
    0.6	0.4	8	-1	1.9	-1.6	2.5	0.0	0	0.1	1
CCN(C(=O)CSc1nc2ccc([N+](=O)[O-])cc2s1)c1c(N)n(Cc2ccccc2)c(=O)[nH]c1=O
    -0.8	0.9	3	-2	0.9	-2.1	1.1	0.2	1	-2.0	2
O=C(CN1c2cccc3cccc(c23)S1(=O)=O)Nc1cccc(S(=O)(=O)N2CCOCC2)c1
    -0.9	-12	-3	-3	-1.0	0.8	-2.8	0.5	-2	-0.5	-19
O=S1(=O)CC(N2CCN(CCO)CC2)CN1Cc1ccccc1 (stereo unspecified)
    -0.8	0.3	-1	6	-0.3	x	1.9	x	4	-0.5	5
CCOC(=O)C1CCN(Cc2nc3ccccc3c(=O)n2-c2ccc(OCC)cc2)CC1
    -1.6	0.1	4	-3	1.1	2.0	-1.7	-0.9	-2	-1.2	-6

Source: PubChem
